HTR5A ag – activates human HTR5A in OPRM1-OPRD1 agonist counter-screen; P47898; HTR5A agonist assay, luminescence, cell-based; activation, % at 9.3 µM; actives 0.61% (n = 340,000); in the data active = activation mostly above about 9.5%, no sharp cut-off; inactive = mostly below about 7.6%;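 note: 0% = cells with vehicle only and 100% = reference agonist; strong numbers were not always called active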
MITF act – activators of MITF-driven TRPM1 promoter activity in SK-MEL-5 cells; SK-MEL-5 TRPM1-promoter luciferase, 24 h; % of positive control, neutral wells = 0; activation, % at 12.5 µM; actives 0.75% (n = 300,000); AID 588334;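 active = mean activation of at least 80% with every replicate also reaching 80%; inconclusive = mean reaches 80% but some replicate falls short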;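 note: 0% = neutral control wells and 100% = parthenolide positive control wells; values of inactives mirror those of a sister screen read the other way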
Wnt bcat act – Wnt/beta-catenin pathway activation; Wnt/beta-catenin reporter cell assay, activator, plate reader; activation, % at 9.35 µM; actives 1.2% (n = 300,000); AID 743398; in the data active = activation above about 30%, passing the limit was not always enough; inconclusive = no clear call, values can overlap the other calls;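 note: 0% = neutral control wells and 100% = positive control wells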
NSD2 HMT inh – NSD2 (human) methyltransferase inhibition; AID 743445; actives 0.54% (n = 310,000); NSD2 peptide methylation, AlphaScreen, 120 min; inhibition, % at 12.5 µM; O96028; in the data active = inhibition above about 50%
SR-BI DiI inh – mouse SR-BI HDL lipid transfer inhibition; ldlA[mSR-BI] CHO cells, DiI-HDL uptake fluorescence, 3 h; inhibition, % at 12.5 µM; actives 0.96% (n = 320,000); Q61009;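 active = mean replicate inhibition of at least 70% and a set share of replicates each scoring 70 or more; inconclusive = meets just one of the two criteria; inactive = fails both criteria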;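 note: 0% = median of neutral control wells and 100% = median of positive control wells; values of inactives mirror those of a sister screen read the other way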
Target sequence (Q61009 whole entry, looked up): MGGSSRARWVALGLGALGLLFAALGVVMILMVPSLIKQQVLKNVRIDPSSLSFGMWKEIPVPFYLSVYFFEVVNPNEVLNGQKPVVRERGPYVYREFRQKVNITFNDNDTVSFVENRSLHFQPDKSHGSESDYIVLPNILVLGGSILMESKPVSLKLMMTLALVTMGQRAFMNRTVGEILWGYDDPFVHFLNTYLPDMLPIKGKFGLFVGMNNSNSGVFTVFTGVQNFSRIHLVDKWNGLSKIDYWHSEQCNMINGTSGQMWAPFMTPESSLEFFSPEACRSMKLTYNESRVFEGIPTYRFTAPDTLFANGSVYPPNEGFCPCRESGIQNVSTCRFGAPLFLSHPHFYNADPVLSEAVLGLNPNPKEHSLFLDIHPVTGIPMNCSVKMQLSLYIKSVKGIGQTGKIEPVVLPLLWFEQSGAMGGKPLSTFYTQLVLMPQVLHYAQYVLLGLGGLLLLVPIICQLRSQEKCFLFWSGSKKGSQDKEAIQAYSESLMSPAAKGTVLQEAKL
CDK5 inh – blocks human CDK5/p35 kinase activity; Q00535+Q15078; Recombinant CDK5/p35, ADP-Glo luminescence, 60 min; inhibition, % at 10 µM; actives 0.01% (n = 330,000); AID 488839;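 active = highest replicate inhibition of at least 50% and at least 75% of replicates reaching 50%; inconclusive = only one of the two criteria met; inactive = both criteria failed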;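 note: plate controls were DMSO neutral control for no effect and GW8510 at 10 µM for full effect; many of its hits are not listed in these tables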
Target sequence (Q00535 whole entry, looked up): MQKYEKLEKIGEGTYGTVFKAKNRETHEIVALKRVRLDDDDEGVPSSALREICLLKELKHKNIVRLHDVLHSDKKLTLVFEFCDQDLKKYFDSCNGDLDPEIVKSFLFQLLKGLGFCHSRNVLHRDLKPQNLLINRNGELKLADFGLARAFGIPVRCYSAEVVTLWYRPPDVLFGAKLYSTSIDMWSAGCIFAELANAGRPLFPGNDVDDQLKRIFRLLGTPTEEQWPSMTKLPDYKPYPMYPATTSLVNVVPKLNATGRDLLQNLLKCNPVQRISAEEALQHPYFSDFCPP
Target sequence (Q15078 whole entry, looked up): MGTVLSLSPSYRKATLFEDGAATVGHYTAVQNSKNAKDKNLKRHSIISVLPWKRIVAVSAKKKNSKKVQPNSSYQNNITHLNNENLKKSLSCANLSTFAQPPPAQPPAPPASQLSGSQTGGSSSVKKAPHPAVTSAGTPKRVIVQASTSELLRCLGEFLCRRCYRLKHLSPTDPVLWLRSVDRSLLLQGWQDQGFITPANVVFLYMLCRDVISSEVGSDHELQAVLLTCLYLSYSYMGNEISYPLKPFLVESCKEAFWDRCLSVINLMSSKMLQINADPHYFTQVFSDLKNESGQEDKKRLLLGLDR
PvdQ inh – blocks Pseudomonas aeruginosa PvdQ acylase activity; purified PvdQ acylase, fluorescence plate reader; inhibition, % at 10 µM; actives 0.063% (n = 340,000); AID 488965; in the data active = inhibition above about 30%, passing the limit was not always enough; inconclusive = no clear call, values can overlap the other calls;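 note: 0% = vehicle neutral wells and 100% = reference inhibitor wells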
V-ATPase pHluor – yeast V-ATPase proton transport regulation by pHLuorin. response, % at 10 µM. S. cerevisiae, pHLuorin cytosolic pH fluorescence. actives 0.37% (n = 350,000). AID 504577; in the data active = response mostly above about 7.3%, no sharp cut-off; inactive = mostly below about 5.4%; note: actives read high; inactives centre near 0; some compounds called inactive have numbers as strong as hits; reference of the scale not given here
HTR5A inv ag – counter-screen for OPRM1-OPRD1 inverse agonists: human HTR5A inverse agonism; P47898; HTR5A cell line, luminescence; inhibition, % at 9.3 µM; actives 0.083% (n = 340,000); AID 504634; in the data active = inhibition mostly above about 23%, no sharp cut-off; inactive = mostly below about 18%;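 note: 0% = cells with DMSO and 100% = no-cell wells with DMSO; some compounds called inactive have numbers as strong as hits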
dFosB activator – enhances mouse delta FosB homodimer DNA binding; P13346; purified delta FosB, TAMRA-CDK5 oligo fluorescence polarization; percent of positive-control signal above neutral wells; activation, % at 25 µM; actives 0.99% (n = 340,000); AID 493131;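 active = mean activation above about 17%, with every replicate also reaching it, limit read from the data, passing the limit was not always enough; inconclusive = only one of the two conditions met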;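 note: fluorescence polarization rise as delta FosB binds a TAMRA Cdk5 AP-1 oligo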
Starred values were filed as active, the others as inactive; ? = inconclusive; . = not tested or not shown. Not a hit list; any-hit rate near 5%.

SMILES	HTR5A ag	MITF act	Wnt bcat act	NSD2 HMT inh	SR-BI DiI inh	CDK5 inh	PvdQ inh	V-ATPase pHluor	HTR5A inv ag	dFosB activator
Cc1cc(C)nc(SCC(=O)Nc2cc(C)on2)n1	-2	.	.	-5	-21	1.2	-8	-3	-5	1
CCCn1c(=O)c2c(C(F)(F)F)cc(-c3ccco3)nc2n(CCC)c1=O	-1	2	.	-2	-20	2.7	7	-1	3	0
CN(C)C(=S)c1ccccc1	.	.	2	0	-4	-1.0	-10	2	.	-11
CCOC(=O)N1CCN(C(=O)c2cn(C)c3ccc(S(=O)(=O)N4CCCC4)cc3c2=O)CC1	4	7	-3	-2	-23	-2.4	-13	-4	-11	0
CNC(=O)c1csc(-c2ccc(Cl)cc2)n1	-4	18	7	1	-4	-0.2	-5	0	10	-2
CN(C)S(=O)(=O)c1cccc(C(=O)OCC(=O)N2c3ccccc3NC(=O)C2(C)C)c1	2	.	4	0	24	-2.0	-3	-1	8	-5
Oc1cccc(NC(=S)N=Nc2c(O)[nH]c3ccccc23)c1	5	43	2	3	16	2.5	8	1	-14	3
CCc1ccc(OCC(=O)Nc2ccc(S(=O)(=O)Nc3ccccn3)cc2)cc1	0	8	-3	2	16	-0.3	-14	0	0	-11
COc1ccccc1CNC(=O)CN1CCN(Cc2ccc(Cl)cc2)C1=O	-1	-9	-2	.	11	-0.9	3	4	3	7
CS(=O)(=O)N(CC(=O)Nc1ccccc1C(=O)N1CCOCC1)c1ccc(Cl)cc1	4	-2	1	4	-7	0.5	9	-4	-11	-3
CCCN1CCN(C(=S)Nc2sc(CC)cc2C(=O)OC)CC1	3	-3	-1	4	-8	-2.2	-9	-2	-34	-6
COc1cc(OC)c2cc(C(=O)N/N=C/c3cccc(OC)c3O)[nH]c2c1	11	-48	-2	.	121*	-0.7	6	-4	-9	-2
COc1ccc(CCNC(=O)Cc2cccs2)cc1	2	-1	1	.	14	0.4	0	-4	-4	-1
COc1ccc(NC(=O)c2cc(=O)[nH]c3ccccc23)cc1	0	3	0	-2	23	0.5	-16	-1	2	13
COc1ccc(CN2C(=O)c3cccnc3C2=O)cc1S(=O)(=O)NC1CCCCC1	0	-1	-2	0	-20	.	-5	-1	6	-9
CC(C)CNC(=O)CSc1ccc(S(=O)(=O)N(C)C2CCCCC2)cn1	8	0	0	1	23	-2.2	-4	-3	5	-11
Cc1nc2sc(C(c3ccco3)N3CCN(c4ccc(F)cc4)CC3)c(O)n2n1 (centres undefined)	-2	.	2	.	6	1.7	0	1	-10	-10
COc1ccc(C(=O)NCCC(=O)NCc2cc(=O)n(C)c(=O)n2C)cc1	-3	0	3	4	-30	-0.1	-8	1	13	0
O=C1c2ccccc2C(=O)N1c1ccccc1S(=O)C(F)(F)F (centres undefined)	3	13	0	-1	1	0.6	7	2	-7	-3
Clc1cccc(-c2nnc(-c3ccno3)o2)c1	-4	13	2	0	-15	-1.8	9	-2	2	-9
O=C(CC1C(=O)NCCN1Cc1c(F)cccc1Cl)NCCc1ccccn1 (centres undefined)	-1	7	11	-2	-10	-2.5	-12	0	3	-2
C=CCN1C(=O)C(CC(=O)Nc2ccc(OC)cc2)N(Cc2ccco2)C1=S (centres undefined)	0	3	.	0	-31	0.2	28	3	15	-12
CC(C)NC(=O)CN(Cc1ccc(F)cc1)C(=O)CCC(=O)Nc1nccs1	-1	-6	-1	-3	-9	0.4	-5	-2	-6	-3
O=C(O)CC(CNS(=O)(=O)c1ccccc1)c1ccccc1 (centres undefined)	-5	0	-2	.	.	0.2	-8	7.1*	14	-10
COC(=O)C1CSC(C(=O)OC)N1C(=O)Nc1ccccc1 (centres undefined)	3	2	.	-2	-4	-0.7	2	-5	-18	-1
O=C(c1cnccn1)N(Cc1cccs1)C1(C(=O)NC2CCCC2)CCCCC1	-1	3	-3	-1	-26	-0.2	-16	1	14	1
COC(=O)c1c(N2C(=O)CCC2=O)sc2c1CCCC2	-1	-6	1	.	-11	2.0	12	4	4	-2
CCCNC(=S)N1CCN(C(c2ccccc2)c2ccccc2)CC1	1	6	.	-2	8	0.3	-11	-1	-2	13
Cc1cccc(N2C(=O)C(O)=C(C(=O)c3cccs3)C2c2ccc(C(C)C)cc2)n1 (centres undefined)	0	9	10	5	-7	0.2	-3	0	-2	5
CC1CCC(NC(=O)CNC(=O)c2ccc3ccccc3c2)CC1 (centres undefined)	-3	65	?	-1	-11	1.5	6	0	7	-2
COc1cc2nc(Nc3ccc(F)cc3)nc(N)c2cc1OC	3	24	3	0	-19	1.6	-10	4	-12	21*
CCOc1ccc2nc(N3CCC(C(=O)Nc4nnc(CC)s4)CC3)sc2c1	-2	34	2	.	14	-0.5	-9	-2	5	-1
Cc1nc(Nc2ccc(S(N)(=O)=O)cc2)sc1C(=O)Nc1ccccc1	1	14	-2	-4	31	0.3	-6	2	-3	-1
O=c1[nH]c2ccc(S(=O)(=O)NCc3ccccc3)cc2[nH]1	5	-4	0	-1	3	0.6	-7	0	-14	2
COCC1CCN(C(=O)c2ccc3oc(CCCc4ccccc4)nc3c2)C1 (centres undefined)	5	59	19	-3	-1	0.5	-19	2	5	-7
O=C(NCCc1ccccn1)c1n[nH]c(=O)c2ccccc12	2	-7	.	5	-13	-0.8	-20	1	-3	-1
CCC(C(=O)c1ccc2ncccc2c1)c1ccccc1 (centres undefined)	-1	5	-1	-2	-14	0.1	-7	2	-26	-7
CC(C)CCNC(=O)C1CC(=O)N(C2CCCC2)C1 (centres undefined)	4	10	.	-1	-5	1.0	-1	-7	7	-2
COc1ccc2oc(C(=O)N(C)Cc3ccc(OC(F)F)cc3)c(C)c2c1	2	-1	2	-3	4	0.0	8	-5	-21	-12
N#Cc1cc(Cl)c(N2CCOCC2)cc1C#N	-2	0	.	0	-32	-1.0	-5	-1	-1	-5
COC(=O)C1=C(C)N(CCCC(=O)O)C(=O)NC1c1cccc2ccccc12 (centres undefined)	-2	8	11	.	-39	0.3	-10	0	5	-2
CC(=O)c1cccc(NC(=O)NC2CCCc3ccccc32)c1 (centres undefined)	6	-3	-1	-1	61	2.0	10	9	-8	-15
CCC(c1nnnn1Cc1ccco1)N(Cc1cc2cc(OC)ccc2[nH]c1=O)C1CCCCC1 (centres undefined)	1	-7	.	2	-7	0.7	-17	0	-2	-10
O=C(NC1CC1)c1cccc(Oc2ccccc2)c1	1	26	0	-3	-14	-1.8	-16	-1	-4	-11
NS(=O)(=O)c1cccc(NC(=O)/C=C/c2cccs2)c1	1	63	7	-3	12	1.1	-1	-2	-18	1
Cc1cc(NC(=O)CSc2n[nH]c(N)n2)no1	-2	5	-1	-2	3	1.3	-16	0	31	5
Brc1ccc(OCCCN2CCOCC2)cc1	-7	6	.	3	-18	-1.7	-4	0	16	3
COc1cccc(OC)c1NC(=O)CN1CCN(C)CC1	3	7	5	1	-30	-0.4	-5	-3	-12	2
Cc1ccc(OCc2ccc(C(=O)O)o2)c([N+](=O)[O-])c1	0	5	9	-2	-10	1.3	-9	1	-1	5
CCCCN(Cc1cc2ccccc2[nH]c1=O)S(C)(=O)=O	1	3	-2	-3	-21	-0.5	-16	6	-2	-4
(next part)
SMILES	HTR5A ag	MITF act	Wnt bcat act	NSD2 HMT inh	SR-BI DiI inh	CDK5 inh	PvdQ inh	V-ATPase pHluor	HTR5A inv ag	dFosB activator
CN1CCN(S(=O)(=O)c2ccc(NC(=O)c3ccccc3Cl)cc2)CC1	3	.	-1	0	2	0.7	-3	1	-12	8
CO/N=C/c1ccc(Sc2ccc(C)cc2)c([N+](=O)[O-])c1	-3	4	.	2	22	-0.2	-9	0	7	1
COc1ccc([N+](=O)[O-])cc1NC(=O)c1cccs1	-1	-8	0	-1	38	-2.1	-7	2	4	6
COc1ccc(OC)c(NC(=S)N2CCC(C(O)(c3ccccc3)c3ccccc3)CC2)c1	-4	7	.	3	30	0.5	-13	-1	12	-1
O=C(CCCn1c(=O)c2ccccc2n(CC(=O)NCc2ccco2)c1=O)NCc1ccco1	3	-7	.	4	-1	0.9	2	-3	9	0
CNC(=S)NNC(=O)c1ccc(C(C)(C)C)cc1	-3	11	19	-6	-9	1.4	-9	3	1	5
NS(=O)(=O)c1ccc(CCNCc2cc(Br)ccc2OCc2ccccc2F)cc1	0	-4	-1	.	18	-3.9	-12	1	1	-9
CCn1c(N2CCN(CC(=O)c3c(C)n(C)c4ccccc34)CC2)nc2c1c(=O)[nH]c(=O)n2C	12	14	.	-9	32	-1.6	-8	2	-33	2
Cc1cc(C)cc(OCC(=O)Nc2ccccc2C(=O)NCc2ccco2)c1	10	6	-10	1	20	0.5	-13	0	-27	7
Cc1cc(OCC(=O)NN2C(=O)c3ccccc3C2=O)ccc1Cl	-1	.	1	-5	-30	-4.0	-8	-4	-11	-4

Compound profiles (already shown). Order of values: HTR5A ag, MITF act, Wnt bcat act, NSD2 HMT inh, SR-BI DiI inh, CDK5 inh, PvdQ inh, V-ATPase pHluor, HTR5A inv ag, dFosB activator
Results for CN1CCN(S(=O)(=O)c2ccc(NC(=O)c3ccccc3Cl)cc2)CC1 = 3, ., -1, 0, 2, 0.7, -3, 1, -12, 8
Results for CCn1c(N2CCN(CC(=O)c3c(C)n(C)c4ccccc34)CC2)nc2c1c(=O)[nH]c(=O)n2C = 12, 14, ., -9, 32, -1.6, -8, 2, -33, 2

Other records follow:
SMILES	HTR5A ag	MITF act	Wnt bcat act	NSD2 HMT inh	SR-BI DiI inh	CDK5 inh	PvdQ inh	V-ATPase pHluor	HTR5A inv ag	dFosB activator
COc1ccc(Oc2nccc(OC)c2C#N)cc1	-2	15	3	.	-19	1.0	-7	3	4	-8
O=C(N/N=C/c1cccc([N+](=O)[O-])c1)c1cc2ccccc2o1	2	17	12	0	34	2.1	-6	-1	3	11
C=CCNC(=O)c1onc(CSc2ccc(Cl)cc2)c1C(=O)NCC=C	10	15	-5	.	-1	-0.8	-2	-5	-29	-4
CCC(CC)C(=O)OCC(=O)Nc1cccc(S(=O)(=O)N(C)c2ccccc2)c1	.	-6	-2	-4	-17	-2.0	-16	-4	.	-12
CC(NC(=O)c1cc2c(s1)CCCC2)C(C)(C)C (centres undefined)	8	3	.	-4	10	-0.5	-6	-4	16	-15
Cc1ccc(/C=C/C(=O)Nc2cc(S(=O)(=O)N3CCOCC3)ccc2N2CCOCC2)cc1	8	9	-3	-1	-8	-1.6	-9	9	-21	-14
COc1cc(SC)ccc1C(=O)NC1CCCc2ccccc21 (centres undefined)	5	-17	-2	10	.	-5.2	-11	2	-14	-3
CCOCCCNC(=O)COc1ccc(OC)cc1	-4	.	-4	-5	-39	-0.6	-10	2	1	-3
COc1cccc(-c2nc(CS(=O)(=O)CC(=O)NCCc3cc(OC)ccc3OC)c(C)o2)c1	6	-2	-1	5	48	1.1	4	-2	0	-4
Nc1ccc2nc(-c3ccccc3)sc2c1	-2	.	-7	.	23	4.5	9	-3	-9	2
COc1ccc(-c2cc(-c3ccco3)[nH]c(=O)c2C#N)cc1	-1	-5	-3	9	.	-0.6	-6	-2	-25	-5
COc1cc2[nH]c(C(=O)N(C)Cc3ccccc3)cc2c(OC)c1OC	-1	3	0	0	28	-3.6	-7	1	3	-3
COC(=O)C1=C(N)Oc2cc(C)n(C)c(=O)c2C1c1ccc(Cl)cc1 (centres undefined)	-1	-1	-1	-1	-1	-2.8	-4	1	3	-8

Screening results from PubChem.
